Apaf1 inhib: blocks human Apaf-1 apoptosome activity; AID 489030; reconstituted apoptosome caspase-3 activity, DEVD-Rh110 fluorescence; inhibition, % at 20 µM; actives 0.71% (n = 330,000); O14727; active = inhibition of at least 40% at 20 µM;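 also: plate controls were DMSO wells for no effect and DEVD-CHO caspase inhibitor wells for full effect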
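Material: reconstituted apoptosome with Apaf-1, cytochrome c, caspase-9, procaspase-3, dATP. Technique: Rh110 fluorescence intensity. Buffer or medium: pH 7.5 Hepes buffer with CHAPS, BSA, DTT. Times: 30 min plus 50 min, RT.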
mIAP block: mouse IAP inhibition; purified mouse IAP, CDP-Star luminescence, 30 min; inhibition, % at 10 µM; actives 0.2% (n = 330,000); AID 2806;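 active = inhibition of at least 40% at 10 µM in the primary screen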;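 also: plate controls were DMSO with enzyme for no effect and no enzyme wells for full effect; values of inactives mirror those of a sister screen read the other way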
ATG4B inh: ATG4B (human) cysteine protease inhibition. ATG4B cleavage of LC3-PLA2, NBD-HPC fluorescence, 1 h. Q9Y4P1. inhibition, % at 8.33 µM. actives 0.51% (n = 340,000). AID 504462; in the data active = inhibition above about 40%
Target sequence (Q9Y4P1 whole entry, looked up): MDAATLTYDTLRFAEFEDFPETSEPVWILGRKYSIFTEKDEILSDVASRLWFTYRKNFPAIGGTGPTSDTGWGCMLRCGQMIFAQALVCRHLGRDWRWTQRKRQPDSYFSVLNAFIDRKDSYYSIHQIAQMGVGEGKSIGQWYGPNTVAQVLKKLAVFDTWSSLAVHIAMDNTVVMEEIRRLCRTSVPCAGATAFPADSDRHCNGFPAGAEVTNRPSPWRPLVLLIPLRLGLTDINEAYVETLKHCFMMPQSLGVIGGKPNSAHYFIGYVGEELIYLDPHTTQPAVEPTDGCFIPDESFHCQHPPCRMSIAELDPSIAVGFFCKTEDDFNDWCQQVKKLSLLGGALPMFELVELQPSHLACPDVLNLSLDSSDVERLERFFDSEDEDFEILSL
mIAP act: mouse IAP activation; muIAP, CDP-Star luminescence, 30 min; hits give high values; 1 = vehicle-only enzyme signal, 0 = enzyme-free wells; activation factor at 10 µM; actives 0.24% (n = 330,000); AID 2805;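 active = activation factor of at least 2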; also: the source names both 10 and 20 µM as test concentration; values of inactives mirror those of a sister screen read the other way
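Assay system: mouse IAP enzyme; reagent: chemiluminescent substrate CDP-Star; dosing: test compounds delivered from DMSO solution; schedule: 30 min at room temperature; measured by: luminescence from enzymatic CDP-Star hydrolysis; controls: DMSO-only wells and no-enzyme negative control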
hIAP inh: blocks human intestinal alkaline phosphatase | P09923 | purified IAP, CDP-Star luminescence, 30 min | inhibition, % at 10 µM | actives 0.12% (n = 330,000) | AID 2544;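 active = inhibition reaching a set limit with compound at 10 µM in the primary screen, cut at about 35% in these data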;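 also: plate controls were DMSO wells with enzyme for no effect and no-enzyme buffer wells for full effect; values of inactives mirror those of a sister screen read the other way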
Target sequence (P09923 whole entry, looked up): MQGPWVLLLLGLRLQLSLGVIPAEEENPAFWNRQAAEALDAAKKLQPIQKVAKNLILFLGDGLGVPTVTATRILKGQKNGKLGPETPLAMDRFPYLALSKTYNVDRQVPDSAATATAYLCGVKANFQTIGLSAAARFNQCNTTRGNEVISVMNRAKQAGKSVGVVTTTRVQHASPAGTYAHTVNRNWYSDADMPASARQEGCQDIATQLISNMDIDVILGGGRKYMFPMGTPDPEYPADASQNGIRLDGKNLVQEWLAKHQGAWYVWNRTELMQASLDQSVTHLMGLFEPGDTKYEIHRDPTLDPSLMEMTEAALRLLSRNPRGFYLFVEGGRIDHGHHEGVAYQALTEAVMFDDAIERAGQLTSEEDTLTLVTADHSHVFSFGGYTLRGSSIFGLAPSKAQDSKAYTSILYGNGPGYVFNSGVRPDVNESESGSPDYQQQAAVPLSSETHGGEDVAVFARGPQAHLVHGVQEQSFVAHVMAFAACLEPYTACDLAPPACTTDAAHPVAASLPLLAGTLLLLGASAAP
TIM10 inh: TIM10 yeast growth inhibition; S. cerevisiae TIM10 strain growth, BacTiter-Glo luminescence, 24 h; inhibition, % at 10 µM; actives 1.4% (n = 330,000);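 active = inhibition of 40% or more at the single tested concentration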;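 also: wild-type TIM10 isogenic control strain grown at permissive 25 °C; 0% = DMSO yeast wells and 100% = minimal medium wells without yeast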
hIAP act: increases human intestinal alkaline phosphatase activity; P09923; purified human IAP, CDP-Star luminescence, 30 min; hits give high values; 1 = vehicle-only enzyme, 0 = enzyme-free background; activation factor at 10 µM; actives 0.16% (n = 330,000); AID 2524;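 active = activation factor of the enzyme at least 2-fold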; also: the source names both 10 and 20 µM as test concentration; values of inactives mirror those of a sister screen read the other way
tim10-1 inh: tim10-1 yeast growth inhibition; actives 2.2% (n = 330,000); inhibition, % at 20 µM; S. cerevisiae tim10-1 ts strain growth, BacTiter-Glo, 24 h;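 active = inhibition of at least 40%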;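 also: mutant grown at 25 °C; 0% = DMSO wells with yeast and 100% = wells holding no yeast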
NLRP3 yeast inh: inhibitors of NALP3 inflammasome in yeast; Yeast reconstituted NLRP3/ASC/caspase-1, beta-gal luminescence, 24 h; inhibition, % at 10 µM; actives 0.39% (n = 330,000); AID 2825;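 active = inhibition of 50% or more; inactive = inhibition below 50%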;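 also: plate controls were induced DMSO wells for no effect and uninduced yeast grown without galactose for full effect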
Active calls of the source: *.

cpd	mol	hIAP act	TIM10 inh	hIAP inh	tim10-1 inh	Apaf1 inhib	ATG4B inh	mIAP act	NLRP3 yeast inh	mIAP block
1	CCc1nn(CCCC(=O)NCc2ccc(OC(C)C)cc2)c(=O)c2cc3occc3n12	1.06	6.8	-5.6	21.0	12.7	4.3	1.01	-0.2	-1.2
2	NC(N)=NCC(O)CN(c1ccccc1)c1ccccc1 (stereo not given)	0.915	6.6	8.5	-3.3	3.5	-2.9	0.955	13.6	4.5
3	OC(CNCc1ccccn1)c1ccccc1 (stereo not given)	1.09	10.7	-9.6	8.1	-1.0	-7.2	1.05	9.9	-5.5
4	NC(=O)CNC(=O)[C@@H]1CC2(CC(c3ccccc3)=NO2)CN1C(=O)c1ccc(Br)cc1 (stereo not given in full)	0.802	10.8	19.8	-3.7	-1.3	-6.0	1.02	4.8	-2.5
5	CCc1nnc(NCn2nc(C)cc2C)s1	1.23	-1.9	-22.8	-2.9	-6.6	-3.7	1.02	-3.7	-1.8
6	CC(C)=Cc1c(O)nc2ccccn2c1=O	1.02	1.1	-2.3	-6.8	-9.7	-1.2	0.95	15.0	5.0
7	OC(CNCC1COc2ccccc2O1)COc1ccccc1F (stereo not given)	1.07	-15.5	-7.4	-4.6	7.8	-6.6	1.04	13.3	-3.6
8	CC(C)CN(C(=O)c1ccc2c(c1)OCO2)C1CCS(=O)(=O)C1 (stereo not given)	1.07	-2.1	-6.9	2.2	8.9	-3.2	1.01	15.9	-1.2
9	CCC(C)NC(=O)c1ccccc1NC(=O)CN(c1cc(C)ccc1OC)S(C)(=O)=O (stereo not given)	1	0.8	-0.1	6.5	-5.4	-1.8	1.03	4.9	-3.1
10	COc1ccc(Cc2nnc(NS(=O)(=O)c3ccc([N+](=O)[O-])cc3)s2)cc1	1.05	-0.4	-5.0	-29.3	2.7	-14.0	0.958	16.7	4.2

Other structures
cpd	mol	hIAP act	TIM10 inh	hIAP inh	tim10-1 inh	Apaf1 inhib	ATG4B inh	mIAP act	NLRP3 yeast inh	mIAP block
11	Clc1ccc(-c2ccc(CNCC3CCCO3)o2)cc1 (stereo not given)	0.984	5.8	1.6	-8.4	-130.6	-1.7	0.961	-6.4	3.9
12	COc1cc(NC(=O)CSc2nnc(-c3ccncc3)o2)cc(OC)c1OC	0.849	1.9	15.1	-18.6	-1.2	-4.4	0.972	5.0	2.8
13	CCCSc1nnc(NC(=O)CSc2sc3c(O)cc(=O)[nH]c3c2C#N)s1	0.964	-12.6	3.6	9.9	13.6	29.5	0.669	8.2	33.1
14	O=C(NCSc1ccncn1)c1ccccc1	1.15	-1.2	-14.7	7.9	4.9	4.1	0.941	20.6	5.9
15	COc1cc(Cl)c(C)cc1NC(=O)CN(C)C1CCS(=O)(=O)C1 (stereo not given)	0.973	6.0	2.7	-0.5	5.4	7.1	0.999	17.5	0.1
16	Cc1ccccc1C(=O)N1CCN(c2ncccn2)CC1	1.05	-6.7	-5.2	-5.4	1.1	-7.5	0.955	11.8	4.5
17	COc1ccccc1/C=C/C(=O)Nc1ccc(S(=O)(=O)Nc2cc(C)nc(C)n2)cc1	0.843	13.2	15.7	-3.1	8.6	-2.4	0.965	2.3	3.5
18	COc1ccc(C(=O)C2CCCN(Cc3ccc4nonc4c3)C2)c(OC)c1 (stereo not given)	0.917	18.9	8.3	14.0	6.1	-1.9	0.908	19.2	9.2
19	COc1cc(Cl)c(C)cc1NC(=O)COc1ccc(C)nc1[N+](=O)[O-]	0.968	2.9	3.2	8.9	-1.6	-2.4	0.987	20.7	1.3
20	Cc1ccc(NC(=O)CSc2ccc3c(c2)OCCO3)nc1	1.05	1.4	-5.0	-22.2	12.3	1.0	0.974	37.9	2.6

Reprinted, nos. 19 to 20
cpd	mol	hIAP act	TIM10 inh	hIAP inh	tim10-1 inh	Apaf1 inhib	ATG4B inh	mIAP act	NLRP3 yeast inh	mIAP block
19	COc1cc(Cl)c(C)cc1NC(=O)COc1ccc(C)nc1[N+](=O)[O-]	0.968	2.9	3.2	8.9	-1.6	-2.4	0.987	20.7	1.3
20	Cc1ccc(NC(=O)CSc2ccc3c(c2)OCCO3)nc1	1.05	1.4	-5.0	-22.2	12.3	1.0	0.974	37.9	2.6

Next part
cpd	mol	hIAP act	TIM10 inh	hIAP inh	tim10-1 inh	Apaf1 inhib	ATG4B inh	mIAP act	NLRP3 yeast inh	mIAP block
21	Cc1ccc(OCC(=O)N(Cc2ccco2)c2c(N)n(Cc3ccccc3)c(=O)[nH]c2=O)cc1C	1.12	2.3	-11.6	1.8	-5.5	-5.0	1.03	1.5	-2.8
22	CC(C)(C)C(=O)Nc1nnc(-c2ccccc2)c(-c2ccccc2)n1	0.935	20.0	6.5	12.8	-13.8	-4.9	1.01	6.4	-0.6
23	CCn1cc(C(=O)N2CCc3ccccc32)c(=O)c2cc(S(=O)(=O)N(C)C3CCCCC3)ccc21	0.895	-5.4	10.5	1.3	18.8	2.3	1.03	13.5	-3.5
24	CC(=O)c1c(C)[nH]c(C(=O)OCC(=O)NCCCc2ccccc2)c1C	1.29	4.4	-28.8	4.9	6.8	-0.3	1.1	15.2	-10.4
25	O=C1NC(=O)C(c2ccccc2[N+](=O)[O-])=C1Nc1ccc(O)c(Cl)c1	1.09	-1.1	-8.7	-16.4	28.1	-5.8	0.797	14.6	20.3
26	CCn1c(=O)cc(NC2=NCC(C)CN2c2cccc(Cl)c2)n(C)c1=O (stereo not given)	0.977	3.1	2.3	8.0	-1.1	6.5	0.944	5.8	5.6
27	COc1cccc(OC)c1C(=O)Nc1ccc2c(c1)N(S(=O)(=O)c1cccs1)CCC2	1.17	16.2	-17.3	19.4	10.9	-11.6	1.02	3.1	-2.3
28	O=C(O)/C=C/C(=O)N1CCN(c2cccc(Cl)c2)CC1	0.959	4.0	4.1	6.2	-2.9	0.5	1.02	18.5	-2.5
29	O=C(NC1CCCCC1)C(c1ccccn1)N(C(=O)c1csnn1)c1ccccc1F (stereo not given)	0.857	0.4	14.3	3.3	1.7	-7.0	0.993	18.8	0.7
30	Cc1nc(-c2cc(-c3nc(-c4ccc(C(F)(F)F)cc4)no3)no2)cs1	0.984	6.3	1.6	-10.7	2.6	1.1	1.06	6.4	-5.8

Gathered by group: the entries above with a thiophene ring, fused or not
cpd	mol	hIAP act	TIM10 inh	hIAP inh	tim10-1 inh	Apaf1 inhib	ATG4B inh	mIAP act	NLRP3 yeast inh	mIAP block
13	CCCSc1nnc(NC(=O)CSc2sc3c(O)cc(=O)[nH]c3c2C#N)s1	0.964	-12.6	3.6	9.9	13.6	29.5	0.669	8.2	33.1
27	COc1cccc(OC)c1C(=O)Nc1ccc2c(c1)N(S(=O)(=O)c1cccs1)CCC2	1.17	16.2	-17.3	19.4	10.9	-11.6	1.02	3.1	-2.3

Further results follow.
cpd	mol	hIAP act	TIM10 inh	hIAP inh	tim10-1 inh	Apaf1 inhib	ATG4B inh	mIAP act	NLRP3 yeast inh	mIAP block
31	Brc1cc(Br)cc(CN2CCSCC2)c1	1.18	-10.2	-17.8	-12.5	16.5	-5.8	1.07	-20.7	-7.1
32	Cc1c(NS(=O)(=O)c2ccc(Br)cc2)c(=O)n(-c2ccccc2)n1C	1.07	-1.2	-7.2	-4.1	2.5	-5.0	0.914	12.9	8.6
33	CC(NC(=O)c1cc(-c2ccc(Br)cc2)on1)c1ccccc1 (stereo not given)	1.09	-6.4	-8.6	15.6	-10.9	-0.2	0.934	0.1	6.6
34	O=C(CSc1nc2ccccc2s1)Nc1ncccn1	0.945	13.0	5.5	29.1	-6.1	-12.8	0.935	-1.6	6.5
35	COc1ccc(C(=O)/C=C/C(=O)N(Cc2ccccc2)C(C(=O)NC2CCCCC2)c2ccncc2)c(O)c1 (stereo not given)	1.21	22.7	-20.8	18.2	21.2	-7.9	1.08	-2.2	-8.3
36	Cc1ccc(-c2nc(CS(=O)CC(=O)NC3CCCC3)c(C)o2)cc1 (stereo not given)	0.928	5.9	7.2	27.6	5.3	6.1	1.04	-6.8	-4.0
37	O=C(CN1C(=O)NC2(CCCC2)C1=O)NNC(=O)c1ccc(Cl)cc1	0.917	2.2	8.3	1.5	-6.5	-1.7	0.943	14.5	5.7
38	CCOc1cc(NC(=S)NCc2ccccc2)c(OCC)cc1NC(=O)C(C)C	1.16	2.6	-15.8	18.6	5.2	-5.9	1.08	5.1	-7.8
39	O=[N+]([O-])c1cc(Cl)ccc1N1CCN(c2cccc(C(F)(F)F)c2)CC1	0.82	19.8	18.0	17.1	6.6	-3.8	0.801	11.5	19.9
40	Cc1ccc(NC(=O)O/N=C/c2cccc([N+](=O)[O-])c2)cc1	1	3.1	-0.5	-9.2	-7.0	-7.6	1.09	18.6	-9.0

The listing continues.
cpd	mol	hIAP act	TIM10 inh	hIAP inh	tim10-1 inh	Apaf1 inhib	ATG4B inh	mIAP act	NLRP3 yeast inh	mIAP block
41	O=C(Nc1ccc2c(c1)OCCO2)c1cccc(S(=O)(=O)N2CCOCC2)c1	0.973	8.9	2.7	26.5	10.6	-13.4	0.998	-7.2	0.2
42	Cc1c(NCc2cc(Cl)ccc2O)c(=O)n(-c2ccccc2)n1C	1	9.4	-0.3	18.4	11.9	0.8	0.979	8.3	2.1
43	NC(=O)C1CCCN(C(=O)CCc2nnc(C3(c4ccc(Cl)cc4)CCC3)o2)C1 (stereo not given)	1.23	14.0	-22.6	-9.7	-1.1	-1.4	1.12	10.0	-12.3
44	O=C(Nc1ccc(Br)cc1)/C(=C/c1cccc([N+](=O)[O-])c1)NC(=O)C1CCCCC1	0.758	12.3	24.2	17.8	-8.0	4.7	0.96	12.8	4.0
45	C/C(=N\NC(=O)c1nn(C)c(C)c1Br)c1ccc(NC(=O)c2ccoc2C)cc1	1.01	-13.5	-1.5	4.1	2.1	-19.9	1.05	18.5	-5.4
46	COC(=O)/N=C/c1c(NCc2ccccc2)nc2c(C)cccn2c1=O	0.966	-24.6	3.4	20.4	23.0	4.2	0.926	27.3	7.4
47	CC(CNC(=O)COC(=O)c1cccs1)c1ccccc1 (stereo not given)	0.978	3.7	2.2	19.7	-2.6	-1.1	1.09	16.1	-9.0
48	CC(=O)c1ccc(NC(=O)C(C)Nc2ccc(Cl)cc2)cc1 (stereo not given)	0.899	16.1	10.1	11.3	5.5	-3.9	1	18.6	-0.4
49	C=CCc1ccc(OCCn2nnc3ccccc32)c(OC)c1	1.08	4.8	-8.4	19.7	21.6	4.2	1.03	53.1*	-2.6
50	CC(C)(C)N1CC(C(=O)Nc2ccc(C#N)cc2)CC1=O (stereo not given)	1.03	1.9	-3.5	13.2	0.5	3.0	0.944	-5.0	5.6
51	Cc1cc(S(=O)(=O)N2CCCCC2)c(C)s1	1.02	-5.2	-2.1	-11.2	9.0	3.7	1.01	15.1	-1.3

Bioassay records deposited in PubChem BioAssay by Sanford-Burnham Center for Chemical Genomics.
